# High-throughput results (PubChem)
# LDHA inh – qHTS assay for inhibitors of human lactate dehydrogenase | L-lactate dehydrogenase A chain (Homo sapiens), P00338 | purified LDHA, NADH/diaphorase-resazurin fluorescence; active compounds read low | activity change, % (values are at about 110 or 230 µM) | 480,000 compounds, 0.15% hits | AID 1347041, 2019; in the data active = activity change below about -30%; inconclusive = mostly about -25% to -30%;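 also: plate controls were DMSO wells for no effect and wells without enzyme for full effect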
#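 Human LDH5 at 2 nM final in Tris HCl pH 7.4 with 0.06 mM NADH and 0.2 mM pyruvate, reacted 5 minutes at room temperature. Remaining NADH coupled via diaphorase/resazurin; resorufin fluorescence read at 0 and 20 minutes, normalized to enzyme-free and DMSO wells.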
# Glioma ERSR ind – qHTS for Inducers of the Endoplasmic Reticulum Stress Response (ERSR) in Human Glioma: qHTS. AID 602332, 2012. U87-MG GRP78 promoter luciferase reporter, 16 h. 420,000 compounds, 0.02% hits. Potency, µM, for the others: top-dose activation, most hits filed as activators; also: potency is read from the fitted curve at half-maximal effect; series mostly up to about 76 µM; % of control where 0% means no effect; nearly all actives have a fitted effect of over 35% in size
#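 Stably transfected U87-MG human glioma cells carrying a GRP78-based luminescent sensor were seeded at 1000 cells/well, pin-dosed with compounds and incubated 16 h. Luciferase reagent was then added, and end-point luminescence was read after 10 min at room temperature.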
# D1 antag – Antagonist of Human D 1 Dopamine Receptor: qHTS; HEK293 TREx D1 cells, calcium flux, dopamine EC80; active compounds read low; activity change, negative = inhibition, % at 10 µM; 360,000 compounds, 3.2% hits; in the data active = activity change below about -30%; also: % is scaled to controls: 0 for no effect and ±100 for the full control effect
# Target sequence (P21728 whole entry, looked up): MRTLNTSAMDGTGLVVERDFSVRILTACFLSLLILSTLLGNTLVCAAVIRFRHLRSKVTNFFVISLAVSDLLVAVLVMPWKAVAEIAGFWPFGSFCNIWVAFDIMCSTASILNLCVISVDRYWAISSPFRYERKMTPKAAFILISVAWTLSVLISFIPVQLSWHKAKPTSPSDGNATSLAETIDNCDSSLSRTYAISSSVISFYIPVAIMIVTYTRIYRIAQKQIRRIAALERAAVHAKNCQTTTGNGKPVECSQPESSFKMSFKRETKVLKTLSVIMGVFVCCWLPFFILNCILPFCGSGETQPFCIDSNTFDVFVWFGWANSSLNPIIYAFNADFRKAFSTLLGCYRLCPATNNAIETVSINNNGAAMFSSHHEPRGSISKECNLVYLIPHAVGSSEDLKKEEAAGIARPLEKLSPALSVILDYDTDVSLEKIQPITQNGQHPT
#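 Calcium flux readout: force-coupled, inducible Hek293 Trex D1 line, cells induced overnight at 30 C with tetracycline, dye-loaded 30–90 min at RT. Antagonism scored against EC80 dopamine challenge given 180 s after compound.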
# Vif-APOBEC3G blk – qHTS for Inhibitors of Vif-A3G Interactions: qHTS. DNA dC->dU-editing enzyme APOBEC-3G (Homo sapiens), Q9HC16. HeLa A3G-eYFP + Vif (tagged APOBEC3G with the HIV-1 protein that degrades it), YFP fluorescence, overnight. Potency, µM (titrated, usually from 46.1 µM), without a hit: top-dose activity, negative = active, most hits filed as inhibitors. 410,000 compounds, 0.076% hits. AID 602310, 2012;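 also: potency is read from the fitted curve at half-maximal effect; % is scaled to controls: 0 for no effect and ±100 for the full control effect; nearly all actives have a fitted effect of over 60% in size; hits raise eYFP signal because A3G escapes Vif-driven loss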
# Target sequence (Q9HC16 whole entry, looked up): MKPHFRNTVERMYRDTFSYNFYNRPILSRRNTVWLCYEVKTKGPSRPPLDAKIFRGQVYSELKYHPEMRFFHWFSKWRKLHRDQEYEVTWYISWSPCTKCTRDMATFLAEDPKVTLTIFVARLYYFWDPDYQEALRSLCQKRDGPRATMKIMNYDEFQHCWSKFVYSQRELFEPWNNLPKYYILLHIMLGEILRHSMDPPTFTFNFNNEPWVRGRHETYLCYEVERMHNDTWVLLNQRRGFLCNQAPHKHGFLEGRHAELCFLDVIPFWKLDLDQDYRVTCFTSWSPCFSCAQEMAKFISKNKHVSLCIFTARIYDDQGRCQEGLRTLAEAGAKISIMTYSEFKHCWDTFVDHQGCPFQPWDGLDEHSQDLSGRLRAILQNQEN
#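 Read-out is eYFP fluorescence (Ex 488/Em 500-530) from Vif-expressing HeLa A3G-eYFP cells; more signal means A3G escaped Vif-mediated degradation. Cells plated overnight, compound pinned in, incubated overnight at 37 deg C.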
# RXFP1 ag – qHTS Assay for Agonists of the Relaxin Receptor RXFP1; Potency, µM (series often up to 57.5 µM), for the others: at the highest dose activation, hits mostly activators; HEK293T-RXFP1 cAMP TR-FRET, 30 min; response scale: percent of porcine relaxin response, buffer zero; 370,000 compounds, 0.3% hits; also: potency is read from the fitted curve at half-maximal effect; % is scaled to controls: 0 for no effect and ±100 for the full control effect; nearly all actives have a fitted effect of over 60% in size; many of its hits are not listed in these tables
#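 HEK293 cells stably expressing RXFP1, treated 30 min at 37C with compounds plus PDE4 inhibitor Ro 20174; cAMP measured by HTRF TR-FRET. Normalized to buffer and 29 nM porcine relaxin; EC50 by Hill fit.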
# Vif-A3F inh – qHTS for Inhibitors of Vif-A3F Interactions: qHTS; HeLa A3F-eYFP + Vif (tagged APOBEC3F with the HIV-1 protein that degrades it), YFP fluorescence increase; Potency, µM (series often up to 46.1 µM), inactives show at the highest dose activity, negative = active; 390,000 compounds, 0.2% hits; AID 602313, 2012; also: potency is read from the fitted curve at half-maximal effect; % of control where 0% means no effect; nearly all actives have a fitted effect of over 65% in size
#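 Fluorescence increase (Ex 488/Em 500-530) after overnight compound treatment at 37 deg C flags inhibition of Vif-driven A3F-eYFP loss in stable HeLa A3F-eYFP/Vif cells seeded overnight beforehand.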
# D1 agonist – Allosteric Agonists of the Human D1 Dopamine Receptor: qHTS; D(1A) dopamine receptor (Homo sapiens), P21728; HEK293 T-REx D1 cells, calcium flux, agonist mode; activation, % at 2 µM; 360,000 compounds, 1% hits; AID 504660, 2011; in the data active = activation above about 30%; also: 0% is about no effect
#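 Agonism was scored from calcium flux recorded over 180 s (1 read/s) after pintool compound addition, following a 10-cycle baseline. Cells were inducible force-coupled HEK293 TREx D1, plated overnight at 30 C and loaded with no-wash calcium dye.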
# D1 potentiator – Potentiators of Human D1 Dopamine Receptor: qHTS; D(1A) dopamine receptor (Homo sapiens), P21728; HEK293 TREx D1 cells, calcium flux, dopamine EC20 potentiation; potentiation, % at 10 µM; 360,000 compounds, 0.036% hits; AID 504651, 2011; in the data active = potentiation above about 30%; also: 0% is about no effect
# D2 PAM – HTS Assay for Positive Allosteric Modulators of the Human D2 Dopamine Receptor: Primary Screen for Potentiators; HEK293 T-REx D2, calcium flux, EC20 dopamine potentiation; potentiation, % at 10 µM; 340,000 compounds, 0.34% hits; AID 485347, 2010;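 active = potentiation over 3 SD above the plate norm, cut at about 30% in these data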; also: 0% is about no effect
#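 Primary screen. Calcium kinetics in induced HEK293 T-REx D2 cells: compound pre-addition 180 s, EC20 dopamine, 180 s more.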
# Starred values were filed as active, the others as inactive; u = inconclusive; x = not tested or not shown; & = joins results of further samples. Unless noted, calls follow the shape of the dose curve; as a rule, active = well fitted curve in the direction sought with a large enough effect; inconclusive = small, poorly fitted or top-dose-only effect, or another doubt; inactive = no such curve, though single readings can be large; an effect the other way counts as inactive or inconclusive. Not all compounds are listed; rates above refer to the full screens.
SMILES,LDHA inh,Glioma ERSR ind,D1 antag,Vif-APOBEC3G blk,RXFP1 ag,Vif-A3F inh,D1 agonist,D1 potentiator,D2 PAM
COCCCNC(=S)N(Cc1cccnc1)Cc1ccc(OC)c(OC)c1,-2,-2%,-8,0%,0.2%,-11%,1,2,-9
CCN1CCN(C2CCCCC2NS(=O)(=O)c2ccc(Cl)cc2)CC1 (centres undefined),-2,-2%,-2,1%,-0.6%,-1%,12,-5,-6
CSc1cccc(N2C(=O)N(CC(=O)NCc3ccccc3Cl)c3ccccc3S2(=O)=O)c1,-11,-4%,10,-5%,9.7%,-4%,4,-3,16
CCC(CC)C(=O)N1c2ccccc2C(C)(c2ccccc2)CC1(C)C (centres undefined),2,-2%,2,1%,0.1%,3%,0,3,-1
COc1ccc(/C=C2\Sc3ccc(C(=O)NCC4CCCO4)cc3N(C)C2=O)cc1 (centres undefined),-1,-6%,-13,0%,0.8%,1%,1,2,5
O=C(NCCCN1CCc2ccccc2C1)Nc1ccc(Br)cc1,2,-1%,-26,0%,-1.1%,-4%,41*,-7,-19
COc1ccccc1-c1nn2c(C3COc4ccccc4O3)nnc2s1 (centres undefined),0,5%,16,0%,5.2%,-3%,2,7,8
CN1C(=O)c2ccccc2N(C)C1c1cccc(O)c1 (centres undefined),-4,-3%,-18,-7%,1.2%,-30%,2,-27,5
COc1ccc(NC(=O)CN(C)CC(=O)NCC2CCCCC2)cc1,-4,-1%,-11,0%,-0.3%,0%,1,-2,6
COc1ccc(-c2cccc(C3CC=CC4C3C(=O)N(Cc3ccccc3)C4c3ccc(C(F)(F)F)cc3)c2)cc1 (centres undefined),0,-5%&-1%,4,2%&4%,1.0%,-2%,7,-2,6
O=S(=O)(NCc1ccccc1)c1ccc(Br)c2nsnc12,21,1%,-26,-4%,12%,-2%,2,-7,-7
COCCNC(=O)c1cccc(OC2CCN(Cc3cccc(SC)c3)CC2)c1,-7,-3%,-19,0%,0.1%,1%,5,-9,-13
O=C(CN1CCN(CC(=O)c2ccccc2)CC1)c1ccccc1,2,1%,x,0%,x,u,x,x,x
O=C(COC(=O)CCN1C(=O)/C(=C\C=C\c2ccccc2)SC1=S)Nc1ccc(Br)cc1,-4,-13%,2,-1%,2.1%,-7%,6,1,6
Cc1cc2ncc(S(C)(=O)=O)c(N)n2n1,0,-8%,7,-1%,5.3%,1%,2,-1,18
COc1cccc(CNC(=O)CCCCCNC(=O)N2CCn3c2nc2ccccc23)c1,-3,-1%,-3,-1%,-1.0%,2%,2,-1,-2
CCC(=O)c1ccc(OCC(=O)NC2(C#N)CCCCC2)cc1,3,3%,0,-1%,-0.4%,-11%,4,-3,3
Cc1cc(OCCOCCN(C)CCO)cc(C)c1Cl,-3,-6%,-16,-9%,2.8%,6%,15,-10,-12
CCOC(=O)c1ccc[n+](CC(=O)c2ccc(NC(=O)c3ccccc3)cc2)c1,3,-3%,7,-5%,-0.1%,-6%,15,0,-1
CCOC(=O)C1=C(COC(=O)COc2ccccc2C(C)C)NC(=O)NC1C (centres undefined),-1,-3%,15,1%,1.8%,-5%,2,-7,-24
CCCCN1C(=O)C2NN=C(C(=O)OCC)C2C1=O (centres undefined),-3,-1%,1,0%,-0.6%,4%,0,4,0
CCCc1cc(C(=O)N/N=C/c2ccc(CC)s2)c2ccccc2n1,1,-4%,14,u,-1.2%,-10%,1,-3,-9
CCCNC(=O)CSc1nnc(-c2ccccc2Br)n1-c1cccc(C(F)(F)F)c1,-9,-9%,14,-21%,-0.1%,-7%,0,2,7
CN(C)CCCNC(=S)N(CCCN(C)C)Cc1cc2cc3c(cc2[nH]c1=O)OCO3,-3,-2%,-13,2%,0.7%,0%,3,-7,-10
O=C(N/N=C/c1ccccn1)c1cc(-c2ccccc2)nc2ccccc12,1,8%,-20,-25%,2.6%,-3%,2,-10,1
CC(C)Nc1ccc(C(CC(N)=O)NC(=O)c2ccc(Br)cc2)cc1[N+](=O)[O-] (centres undefined),0,-2%,8,-14%,1.3%,-3%,3,-2,-4
Cc1c(NC(=O)COc2ccccc2Cl)c(=O)n(-c2ccccc2)n1C,-18,-2%,0,0%,1.2%,8%,0,0,-2
CC1CCN(S(=O)(=O)c2ccc3c(ccn3CCC(=O)NC(C)C)c2)CC1,1,-6%,-7,-4%,4.4%,2%,1,2,8
CCNC(=S)N(CCc1c(C)[nH]c2ccc(C)cc12)Cc1cccnc1,-11,-4%,2,-4%,1.6%,9%,2,-6,-12
COCc1ccc(C(=O)N2CCCC(N3CCN(c4ccccc4C)CC3)C2)s1 (centres undefined),-2,-1%,-1,5%,3.5%,2%,0,0,-14
COc1cccc(CNC(=O)CCC2CCCN(C(=O)c3ccc(C)nc3)C2)c1 (centres undefined),1,-1%,-3,-3%,0.2%,24%,1,0,9
C=CCOC(=O)c1c(C)nc2cc3c(cc2c1C)OCO3,-2,1%,8,0%,4.4%,-5%,-2,0,23
CC(C)Cc1nnc(NC(=O)C2CCN(C(=O)c3ccc(F)cc3)CC2)s1,-6,-5%,11,0%,-0.5%,-4%,0,-2,5
CC(C)CC(=O)Nc1cccc2c1C(=O)N(c1ccccc1)C2=O,0,-2%,-12,-3%,0.5%,-6%,2,-4,-2
CCOC(=O)CSC1=C(C#N)C(c2sccc2C)C(C(C)=O)=C(C)N1 (centres undefined),2,-4%,-10,0%,0.6%,-4%,1,2,-4
COc1ccc(-c2nnn(CC(=O)N(Cc3ccc(F)cc3)C(C(=O)NC3CCCC3)c3ccc(F)cc3)n2)cc1 (centres undefined),-4,-3%,x,3%,x,-5%,x,x,x
Nc1cc(OCc2ccccc2)ccc1OCc1ccccc1,13,6%,x,-3%,x,9%,x,x,x
O=C(Nc1ccc(N2CCOCC2)c(Cl)c1)c1cccnc1,-6,-1%,2,-2%,-0.6%,1%,1,-5,-5
CCOC(=O)c1ncn2c1[C@@H]1CCNC1C(=O)c1cc(OC)ccc1-2 (some centres undefined),-4,-3%,-9,-6%,-0.2%,-1%,-1,-4,-8
CCOC(=O)[C@H]1[C@H]2COc3ccc(Br)cc3[C@@H]2N2C(=O)c3ccc(C)cc3NC(=O)[C@@]12C,-6,-2%,16,-26%,-0.3%,-1%,1,11,6
Cc1csc(=O)n1CCC(=O)OCC(=O)Nc1ccc(Cl)cn1,0,-4%,2,1%,0.7%,-6%,4,7,6
COC1CCCCC1Nc1cc(C)cc(C)c1 (centres undefined),-15,-3%,-1,-2%,0.8%,-7%,2,0,9
CCc1cccc(OCC(=O)Nc2ccc(S(=O)(=O)Nc3ncccn3)cc2)c1,-11,x,4,x,-1.9%,x,1,2,-9
COC(=O)N/N=C/c1cccc([N+](=O)[O-])c1,-4,2%,9,-3%,2.6%,-3%,1,2,-4
O=C(/C=C/c1ccco1)Nc1ccc(Oc2ccc(Cl)cc2)cc1,-2,-7%,-4,-32%,0.8%,1%,4,-1,x
COc1ccc(/C([O-])=C(/C(=S)Nc2ccc(C)c(C)c2)n2c[n+](C)c3ccccc32)cc1OC,-12,-2%,-15,0%,-0.9%,10%,2,-1,0
O=C1NC(=O)/C(=C\c2ccc(OCc3ccccc3)cc2)S1,-1,4%,-16,6%,8.6%,-23%,17,-12,x
Cc1ccccc1NC(=O)Cn1c(=O)n(Cc2ccco2)c(=O)c2ccc(C(=O)NC3CCCC3)cc21,-3,1%,-18,-4%,5.1%,-6%,2,3,4
O=C(CN(Cc1ccccc1)C(=O)CCC(=O)Nc1ccccn1)NCc1ccco1,0,5%,-10,0%,-0.6%,-6%,2,-8,0
COc1cc(CC(=O)Nc2ccc(S(=O)(=O)Nc3ncccn3)cc2)cc(OC)c1OC,2,-6%,11,-1%,1.5%,0%,0,-5,1

# Ordered by the number under D1 agonist (rising): three from the list above
SMILES | D1 agonist
COC(=O)N/N=C/c1cccc([N+](=O)[O-])c1 | 1
O=C(CN(Cc1ccccc1)C(=O)CCC(=O)Nc1ccccn1)NCc1ccco1 | 2
O=C(/C=C/c1ccco1)Nc1ccc(Oc2ccc(Cl)cc2)cc1 | 4

# Complete entries, looked up by structure. Screens in order: LDHA inh, Glioma ERSR ind, D1 antag, Vif-APOBEC3G blk, RXFP1 ag, Vif-A3F inh, D1 agonist, D1 potentiator, D2 PAM
# `COC(=O)N/N=C/c1cccc([N+](=O)[O-])c1` across the screens: -4, 2%, 9, -3%, 2.6%, -3%, 1, 2, -4
# `O=C1NC(=O)/C(=C\c2ccc(OCc3ccccc3)cc2)S1` across the screens: -1, 4%, -16, 6%, 8.6%, -23%, 17, -12, x
# `CCc1cccc(OCC(=O)Nc2ccc(S(=O)(=O)Nc3ncccn3)cc2)c1` across the screens: -11, x, 4, x, -1.9%, x, 1, 2, -9

# (more compounds)
SMILES,LDHA inh,Glioma ERSR ind,D1 antag,Vif-APOBEC3G blk,RXFP1 ag,Vif-A3F inh,D1 agonist,D1 potentiator,D2 PAM
O=C(CNC(=O)c1ccc(Br)cc1)c1ccccc1,-3,-4%,5,-1%,0.3%,0%,1,-4,21
Cc1ccc(S(=O)(=O)Nc2ccc(NC(=O)Nc3ccc(F)cc3F)cc2)cc1,1,-7%,-10,3%,0.1%,-3%,4,2,-14
CCOC(=O)CSc1nc(=O)n2ccc(C)cc2n1,-3,-1%,-19,1%,16%,-3%,3,1,-15
Cc1ccc(NC(=O)c2ncn(CCCN(CCCn3cnc(C(=O)Nc4ccc(C)c(C)c4)n3)Cc3ccc4[nH]ccc4c3)n2)cc1C,-1,1%,x,-3%,x,-7%,x,x,x
Cc1cccc(NC2(C(F)(F)F)N=C(c3ccccc3)NC2=O)n1 (centres undefined),-3,-7%,-4,-1%,3.5%,0%,8,3,-12
